# DUSP3 inh: inhibitors of human VHR1 phosphatase (DUSP3); P51452; inhibition, % at 20 µM; AID 1992; recombinant VHR phosphatase, colorimetric substrate read-out; hit rate 0.7% among 50,000; in the data active = inhibition above about 60%; also: some results filed as inactive read as strong as hits
# Target sequence (P51452 whole entry, looked up): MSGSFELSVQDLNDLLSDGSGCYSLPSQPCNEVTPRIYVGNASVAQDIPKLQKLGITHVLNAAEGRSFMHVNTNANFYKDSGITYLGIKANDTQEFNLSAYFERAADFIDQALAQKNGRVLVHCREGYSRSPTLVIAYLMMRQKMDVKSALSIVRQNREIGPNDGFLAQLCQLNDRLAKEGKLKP
# * marks the source's active call; other numbers are inactive results. Only part of the results is shown; count on the stated rates, not on these rows.
SMILES,DUSP3 inh
COc1ccccc1OCC(=O)NC1CCS(=O)(=O)C1 (centres undefined),-7
N#Cc1ccc(NC(=O)/C=C\C(=O)O)cc1,-4
COC(=O)c1cc(NC(=O)CCCC(=O)O)cc(C(=O)OC)c1,-33
CCOc1cccc2sc(NC(=O)C(C)C)nc12,-32
O=C(Nc1c(C(=O)N2CCN(Cc3ccccc3)CC2)cnn1-c1ccccc1)c1cccc(F)c1,-11
Cc1ccc(S(=O)(=O)NC(Cc2ccccc2)C(=O)Nc2ccc(F)cc2)cc1 (centres undefined),-24
CCN1C(=O)/C(=C\c2ccc(-c3ccc(OC)c(Cl)c3)o2)SC1=S,6
COc1cccc(C(=O)Nc2ccc(-c3nc4ccccc4o3)c(O)c2)c1,19
COc1ccc2occ(C(=O)c3ccccc3Cl)c(=O)c2c1,5
O=C(CN1C(=O)c2ccccc2C1=O)N1CCN(C(=O)c2ccccc2)CC1,-29
CC(C)C(=O)NNC(=O)COc1ccc(Cl)cc1,0
CCOC(=O)c1c(NC(=S)NC(=O)Cc2ccccc2)sc(C)c1C,-54
COc1ccc(C2CC(=O)C3=C(C2)Nc2ccccc2NC3c2ccc(O)cc2)cc1 (centres undefined),0
Cc1ccc(NC(=O)c2ccccc2NC(=O)c2cccs2)cc1,-5
O=C(Nc1ccccc1Cl)c1ccccc1[N+](=O)[O-],-16
CCC(=O)Oc1ccc2c(C)c(CC)c(=O)oc2c1C,-11
O=C1C=CC(=NOC(=O)c2ccccc2)C=C1,-34
O=C(O)Cn1nnc(-c2ccccc2Cl)n1,-27
O=C(CSc1nnc(-c2ccccc2)n1-c1ccccc1)N/N=C/c1ccccc1[N+](=O)[O-],-8
Cc1ccc(OCC(=O)Nc2ccccc2C(=O)O)c(Br)c1,-8
COc1ccc(C2C(C(=O)Nc3ccccc3)=C(C)N=C3SCC(=O)N32)cc1 (centres undefined),-1
Cc1ccsc1/C=C(\C#N)c1nc(-c2cccc([N+](=O)[O-])c2)cs1,14
O=C1CN(S(=O)(=O)c2ccc3ccccc3c2)CC(=O)N1,-50
NNc1nc(Nc2ccc(Br)cc2)nc(OC(C(F)(F)F)C(F)(F)F)n1,-8
COC(=O)c1ccccc1NC(=O)COc1cccc2ccccc12,8

# An excerpt from above in order of count of non-hydrogen atoms, smallest number first:
SMILES,DUSP3 inh
CCOc1cccc2sc(NC(=O)C(C)C)nc12,-32
Cc1ccc(OCC(=O)Nc2ccccc2C(=O)O)c(Br)c1,-8
COC(=O)c1ccccc1NC(=O)COc1cccc2ccccc12,8
COc1cccc(C(=O)Nc2ccc(-c3nc4ccccc4o3)c(O)c2)c1,19
O=C(CN1C(=O)c2ccccc2C1=O)N1CCN(C(=O)c2ccccc2)CC1,-29

# (cont.)
SMILES,DUSP3 inh
CCCOc1ccc(N2C(=O)CC(Nc3ccc(OC(F)(F)F)cc3)C2=O)cc1 (centres undefined),42
O=C(O)CSc1nc2ccc([N+](=O)[O-])cc2s1,2
NNc1nc2sc3c(c2c(=O)n1Cc1ccccc1)CCCC3,0
COc1cc([N+](=O)[O-])ccc1NC(=O)c1cccc(F)c1,14
CCOC(=O)c1c(-c2ccccc2)n(Cc2ccccc2)c2ccc(OC(C)=O)cc12,-6
COc1cc(OC)c(OC)cc1CN1CCN(Cc2cc(OC)c(OC)cc2Br)CC1,-8
Cc1cc(OCC(=O)Nc2ccccc2[N+](=O)[O-])cc(C)c1Cl,-6
CN(C)C(=O)c1ccc(CN2CCc3ccccc3C2)cc1,-31
CCOC(=O)C(C(=O)OCC)C1OC(=O)c2cc3c(cc21)C(=O)OC3C(C(=O)OCC)C(=O)OCC (centres undefined),-3
COC(=O)CCC(=O)Nc1ccc(C)cc1C,-4
COc1ccc(CNC(=O)c2ccc(F)cc2)cc1,0
Cc1ccc2nc(/N=C(/N)NC(=O)Cc3ccc(Cl)cc3)nc(C)c2c1,35
COCC(=O)Nc1ccc2ccccc2c1,3
O=C(CN1CCOCC1)Nc1cc(C(F)(F)F)cc(NC(=O)CN2CCOCC2)c1Cl,-7
O=C(N/N=C/c1ccc(Br)cc1)C1CC(=O)N(c2ccc(F)cc2)C1 (centres undefined),-2
COc1cc(/C=C2\SC(=Nc3ccc(O)cc3)NC2=O)ccc1O,22
COc1cc(-c2noc(-c3ccc([N+](=O)[O-])cc3)n2)cc(OC)c1OC,5
COc1ccc(CCNC(=O)C2CC(=O)N(c3ccc(Br)cc3)C2)cc1OC (centres undefined),-20
Cc1ccc2nsnc2c1NC(=O)C(c1ccccc1)c1ccccc1,-4
COc1ccc(S(=O)(=O)Nc2ccc(NS(=O)(=O)c3ccc(OC)cc3)c3ccccc23)cc1,-10
CCc1c(O)nc(SCC(=O)N2CCOCC2)n(-c2ccccc2)c1=O,3
CC(=O)c1c(C)oc2ccc(NS(=O)(=O)c3ccccc3C)cc12,-12
CCOc1ccc(N2C(=O)/C(=C/c3cc(Cl)ccc3O)C(=O)NC2=S)cc1,25
Cc1c(C(N)=O)sc(N)c1C(=O)OC(C)C,-14
Cc1cc(=O)n2[nH]c(-c3cccc(F)c3)cc2n1,-31
# New compounds follow.
SMILES,DUSP3 inh
O=C1C=CC(=O)N1c1ccc(Cl)cc1[N+](=O)[O-],6
COc1ccc(C(=O)N/C(=C\c2ccccc2)C(=O)NCCCN(C)C)cc1,-4
Cc1ccc(Oc2nc(-c3ccncc3)nc3ccccc23)cc1,-13
Cc1cc(C)nc(SCC(=O)N(c2ccccc2)c2ccccc2)n1,4
COc1cc(/C=C2/SC(=S)N(c3cccc(Cl)c3)C2=O)cc(OC)c1O,4
Clc1ccc(CN2CCN(C3CCN(Cc4ccccc4)CC3)CC2)cc1,2
CCc1ccc(/C=N/N2CCN(Cc3cccc4ccccc34)CC2)cc1,-19
COc1cccc(OCCCOc2cccc3ccccc23)c1,-11
Cc1cc(C)nc(NS(=O)(=O)c2ccc(NC(=O)c3cc(Cl)cc(Cl)c3)cc2)n1,-26
CCOC(=O)C1=C(O)/C(=C/c2ccc(OC)cc2OC)SC1=Nc1ccccc1,12
CC(NC(=O)CSCc1cccc(Br)c1)c1ccccc1 (centres undefined),-5
O=S(=O)(c1ccccc1)N1CCCc2ccccc21,3
COc1cccc(C2=NN(C(=O)c3ccccn3)C(O)(C(F)(F)F)C2)c1 (centres undefined),-15
COc1ccc(C2CC(=O)C3=C(C2)Nc2ccccc2NC3c2ccc(Cl)c([N+](=O)[O-])c2)cc1 (centres undefined),2
Brc1ccc(C=Nc2ccc(Oc3ccccc3)cc2)s1,-2
COc1ccc(-c2noc(-c3ccc(C(C)(C)C)cc3)n2)cc1OC,-32
CCOC(=O)c1cccc(N2C(=O)C3C4c5ccccc5C(CC)(c5ccccc54)C3C2=O)c1 (centres undefined),-5
O=C1NC(=O)N(c2ccccc2)C(=O)/C1=C/c1cccc(Oc2ccccc2)c1,92
CC1=C(C(=O)Nc2ccc(Br)cc2)C(c2cccs2)NC(=S)N1 (centres undefined),-15
CN(C)Cc1c(O)ccc2c(=O)c(-c3ccccc3)coc12,-11
O=C(NNS(=O)(=O)Cc1ccccc1)c1ccc([N+](=O)[O-])cc1,-20
COc1cccc(OCCOc2ccc(/C=C3/SC(=S)NC3=O)cc2)c1,-5
O=C1c2cccc3cccc(c23)C(=O)N1CCN1CCN(S(=O)(=O)c2cccc3cccnc23)CC1,-26
Cc1c(-c2ccccc2)n[nH]c1C(=O)N/N=C/c1cccc([N+](=O)[O-])c1,-13
CCOC(=O)C(=CNc1ccc(Cl)cc1Cl)C(=O)OCC,-22

# A different layout for some results above.
structure	DUSP3 inh
CCc1c(O)nc(SCC(=O)N2CCOCC2)n(-c2ccccc2)c1=O	3
CC(=O)c1c(C)oc2ccc(NS(=O)(=O)c3ccccc3C)cc12	-12
CCOc1ccc(N2C(=O)/C(=C/c3cc(Cl)ccc3O)C(=O)NC2=S)cc1	25
Cc1c(C(N)=O)sc(N)c1C(=O)OC(C)C	-14
Cc1cc(=O)n2[nH]c(-c3cccc(F)c3)cc2n1	-31
O=C1C=CC(=O)N1c1ccc(Cl)cc1[N+](=O)[O-]	6
COc1ccc(C(=O)N/C(=C\c2ccccc2)C(=O)NCCCN(C)C)cc1	-4
Cc1ccc(Oc2nc(-c3ccncc3)nc3ccccc23)cc1	-13
Cc1cc(C)nc(SCC(=O)N(c2ccccc2)c2ccccc2)n1	4
COc1cc(/C=C2/SC(=S)N(c3cccc(Cl)c3)C2=O)cc(OC)c1O	4
Clc1ccc(CN2CCN(C3CCN(Cc4ccccc4)CC3)CC2)cc1	2
CCc1ccc(/C=N/N2CCN(Cc3cccc4ccccc34)CC2)cc1	-19
COc1cccc(OCCCOc2cccc3ccccc23)c1	-11
Cc1cc(C)nc(NS(=O)(=O)c2ccc(NC(=O)c3cc(Cl)cc(Cl)c3)cc2)n1	-26
CCOC(=O)C1=C(O)/C(=C/c2ccc(OC)cc2OC)SC1=Nc1ccccc1	12
CC(NC(=O)CSCc1cccc(Br)c1)c1ccccc1 (centres undefined)	-5
O=S(=O)(c1ccccc1)N1CCCc2ccccc21	3
COc1cccc(C2=NN(C(=O)c3ccccn3)C(O)(C(F)(F)F)C2)c1 (centres undefined)	-15
COc1ccc(C2CC(=O)C3=C(C2)Nc2ccccc2NC3c2ccc(Cl)c([N+](=O)[O-])c2)cc1 (centres undefined)	2
Brc1ccc(C=Nc2ccc(Oc3ccccc3)cc2)s1	-2
COc1ccc(-c2noc(-c3ccc(C(C)(C)C)cc3)n2)cc1OC	-32
CCOC(=O)c1cccc(N2C(=O)C3C4c5ccccc5C(CC)(c5ccccc54)C3C2=O)c1 (centres undefined)	-5
O=C1NC(=O)N(c2ccccc2)C(=O)/C1=C/c1cccc(Oc2ccccc2)c1	92
CC1=C(C(=O)Nc2ccc(Br)cc2)C(c2cccs2)NC(=S)N1 (centres undefined)	-15
CN(C)Cc1c(O)ccc2c(=O)c(-c3ccccc3)coc12	-11
O=C(NNS(=O)(=O)Cc1ccccc1)c1ccc([N+](=O)[O-])cc1	-20
COc1cccc(OCCOc2ccc(/C=C3/SC(=S)NC3=O)cc2)c1	-5
O=C1c2cccc3cccc(c23)C(=O)N1CCN1CCN(S(=O)(=O)c2cccc3cccnc23)CC1	-26
Cc1c(-c2ccccc2)n[nH]c1C(=O)N/N=C/c1cccc([N+](=O)[O-])c1	-13
CCOC(=O)C(=CNc1ccc(Cl)cc1Cl)C(=O)OCC	-22

# Later entries:
SMILES,DUSP3 inh
O=C(Nc1cccc(F)c1)/C(=C\c1cccs1)NC(=O)c1cccs1,2
CCCOc1ccc(C(=O)Nc2ccc(N3CCCCC3)cc2)cc1,6
O=C1Nc2ccc(Br)cc2/C1=C/c1ccc2ccccc2n1,-2
Cc1ccccc1OCCn1cc(/C=C2/SC(=S)N(C)C2=O)c2ccccc21,-12
CCCCP(=O)(CCCC)COc1ccc(Br)cc1,-5
CCOc1ccc(N(CC(=O)N2CCCCC2)S(=O)(=O)c2ccc(Br)cc2)cc1,-4
CC(=O)Nc1ccc(NC(=O)c2ccc(Cl)c(Cl)c2)cc1,-10
N#CC1=C(SCC(=O)OCc2ccccc2)NC(=O)CC1c1cccc2ccccc12 (centres undefined),2
CC(C)Oc1ccc(C(=O)Nc2nc3ccccc3s2)cc1,-18
COc1cc(/C=C(\C#N)c2nc3ccccc3[nH]2)ccc1OCC(=O)O,-14
Cc1c(C(=O)NC(C)c2ccccc2)cccc1[N+](=O)[O-] (centres undefined),-25
Cc1ccc(S(=O)(=O)N2CCCCC2)c(C)c1N1CCc2cn[nH]c21,-22
O=C(COc1ccccc1Cl)NNC(=O)c1ccncc1,3
Clc1ccccc1CN1CCN(C2CCN(Cc3ccccc3)CC2)CC1,-6
Cc1c(NC(=S)NC(C)(C)C)c(=O)n(-c2ccccc2)n1C,-20
Cc1nc2ccccc2n1CC(=O)c1ccccc1,-5
COc1ccc(-c2csc(/C(C#N)=C/c3sccc3C)n2)cc1OC,8
CCOC(=O)c1c(NC(=O)COc2ccccc2C)sc(C(=O)Nc2ccc(C)cc2C)c1C,-6
Cc1ccc(Nc2ccc([N+](=O)[O-])ccc2=O)cc1,10
Cc1ccc(N(C(=O)C(Cl)(Cl)Cl)C2C=CS(=O)(=O)C2)cc1 (centres undefined),-16
Cc1cc([N+](=O)[O-])c(-c2ccc(/C=C3/Sc4ccccc4C3=O)o2)cc1Cl,-5
COc1ccccc1C/C(N)=N/OC(=O)c1ccc(Cl)cc1,-17
COC(=O)c1ccc(/C=C2\C=C(c3ccc(Cl)cc3)OC2=O)cc1,8
Cc1no[n+]([O-])c1COc1ccc(/C=C2\SC(=S)NC2=O)cc1,6
COc1ccc(-c2nc3cc(NC(=O)c4ccc([N+](=O)[O-])cc4Cl)ccc3o2)cc1OC,-9
# (continued)
SMILES,DUSP3 inh
Cc1cccc(-c2nc3cc(NC(=O)Cc4ccccc4)ccc3o2)c1,-11
NS(=O)(=O)c1cccc(NC(=O)c2cc3ccccc3o2)c1,-1
Cc1ccc(Nc2ccc([N+](=O)[O-])c3nonc23)cc1,-1
CCOCCOC(=O)C1=C(C)NC(=O)NC1c1ccccc1OCc1ccccc1 (centres undefined),-8
CCOC(=O)C1=C(C)NC(=O)NC1c1ccco1 (centres undefined),-11
Cc1cccc(OCC(=O)O/N=C(\N)c2cccc(C)c2)c1,-11
COc1cccc(C2C(C(=O)OCc3ccccc3)=C(C)NC3=C2C(=O)CCC3)c1OC (centres undefined),-11
COc1cc(C#CC#CCN2CCOCC2)ccc1O,-1
CC(=O)NN1C(=O)/C(=C\c2ccc(O)c([N+](=O)[O-])c2)SC1=S,0
COc1ccc(/C=C2\SC(=S)N(CC(=O)OCCN(C)C)C2=O)cc1,-10
Cc1[nH]c2cc(S(=O)(=O)O)c(Oc3ccccc3)cc2c1CCN,-2
CCN(CC)c1ccc(NC(=O)/C(=C\c2ccccc2)NC(C)=O)cc1,20
